Source: PubChem BioAssay (Sanford-Burnham Center for Chemical Genomics)
APJ agonist = APJ receptor agonism | P35414 | CHO-K1 APJ PathHunter beta-arrestin, luminescence; 0% DMSO wells, 100% apelin | activation, % at 20 µM | hit rate 0.11% among 330,000 | AID 2520;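 active = activation more than six SD over the plate average, tested at 20 µM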;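 also: 0% = DMSO alone and 100% = apelin-13 at 10 nM; some results filed as inactive read as strong as hits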
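Test system: CHO-K1 APJ beta-arrestin complementation cell line | Compound: Single test compound dose, 20 µM final, 1% DMSO | Incubation: Compound 90 min 25 °C, reagent 1 h | Measured by: beta-gal luminescence | Read-out basis: APJ–arrestin association signal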
CXCR6 inh = blocks human CXCR6 beta-arrestin recruitment; hit rate 0.36% among 360,000; inhibition, % at 20 µM; CHO-K1 PathHunter CXCR6 beta-arrestin, luminescence; O00574; in the data active = inhibition above about 34%, passing the limit was not always enough;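 also: antagonist mode with CXCL16 agonist at 10 nM final; 0% = 10 nM CXCL16 with DMSO and 100% = unstimulated wells without agonist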
Target sequence (O00574 whole entry, looked up): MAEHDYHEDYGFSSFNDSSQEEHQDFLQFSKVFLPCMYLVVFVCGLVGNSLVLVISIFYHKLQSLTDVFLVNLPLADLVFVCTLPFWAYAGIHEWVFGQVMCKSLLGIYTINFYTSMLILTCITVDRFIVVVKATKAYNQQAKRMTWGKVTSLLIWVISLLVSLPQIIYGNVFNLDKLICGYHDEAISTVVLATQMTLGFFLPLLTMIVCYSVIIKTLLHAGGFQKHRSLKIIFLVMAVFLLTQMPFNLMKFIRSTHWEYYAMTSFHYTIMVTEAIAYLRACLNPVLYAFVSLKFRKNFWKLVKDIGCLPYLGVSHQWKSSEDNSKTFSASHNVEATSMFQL
EBI2 antag = antagonists of human EBI2 receptor | hit rate 0.81% among 360,000 | P32249 | AID 651636 | EBI2 beta-arrestin recruitment, luminescence, 7a,25-OHC stimulated | inhibition, % at 5 µM; in the data active = inhibition above about 38%;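 also: enzyme fragment complementation signal reports receptor beta-arrestin coupling in cells; 0% = agonist plus DMSO wells and 100% = wells without agonist; some results beyond the cut were filed as inactive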
Target sequence (P32249 whole entry, looked up, the tested form may be a part): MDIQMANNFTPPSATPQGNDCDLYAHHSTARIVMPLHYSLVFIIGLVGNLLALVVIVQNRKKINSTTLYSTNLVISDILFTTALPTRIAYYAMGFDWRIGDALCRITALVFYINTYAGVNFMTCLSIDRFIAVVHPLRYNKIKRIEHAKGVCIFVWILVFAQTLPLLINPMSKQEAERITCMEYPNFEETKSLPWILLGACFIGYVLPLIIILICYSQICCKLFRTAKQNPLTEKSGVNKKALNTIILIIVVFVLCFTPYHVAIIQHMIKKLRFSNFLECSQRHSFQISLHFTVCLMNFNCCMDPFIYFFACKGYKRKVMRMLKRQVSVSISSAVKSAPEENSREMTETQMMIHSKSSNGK
CCR6 antag = antagonists of human CCR6 receptor | P51684 | CHO-K1 CCR6 PathHunter beta-arrestin, luminescence, CCL20-stimulated | inhibition, % at 20 µM | hit rate 0.49% among 340,000;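 active = compounds whose inhibition of the agonist-driven luminescence signal at 20 µM reaches about 50%, limit read from the data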;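 also: cells stimulated with CCL20 at 14 nM final; plate controls were DMSO with CCL20 for no effect and DMSO without agonist for full effect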
Target sequence (P51684 whole entry, looked up): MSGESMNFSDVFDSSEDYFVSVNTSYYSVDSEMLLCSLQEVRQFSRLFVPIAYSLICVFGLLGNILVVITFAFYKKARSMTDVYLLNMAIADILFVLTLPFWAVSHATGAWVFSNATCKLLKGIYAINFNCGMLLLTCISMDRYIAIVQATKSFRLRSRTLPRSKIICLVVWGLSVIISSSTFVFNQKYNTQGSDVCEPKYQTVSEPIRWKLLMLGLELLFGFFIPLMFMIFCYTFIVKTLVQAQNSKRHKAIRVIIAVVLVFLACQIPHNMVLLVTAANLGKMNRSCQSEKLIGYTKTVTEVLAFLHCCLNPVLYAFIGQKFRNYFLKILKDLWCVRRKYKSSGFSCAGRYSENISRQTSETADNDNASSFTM
APJ antagonist = antagonists of human APJ apelin receptor; CHO-K1 APJ beta-arrestin complementation, luminescence; hit rate 0.32% among 330,000; inhibition, % at 20 µM;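 active = inhibition above about 40% at 20 µM, limit read from the data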;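 also: cells challenged with 10 nM apelin-13 agonist together with compound; plate controls were apelin-13 plus DMSO wells for no effect and DMSO wells lacking apelin-13 for full effect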
XBP1 UPR activ = activators of adaptive arm of unfolded protein response (XBP1). CHO-XBP1 luciferase reporter, IRE1-XBP1 UPR activation, luminescence; percent of tunicamycin response, DMSO as zero. activation, % at 20 µM. hit rate 0.33% among 330,000. AID 463104;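 active = versus positive control, 20 µM dose yields 30% or more activation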;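 also: 100% = tunicamycin at 10 µg/mL and 0% = DMSO only wells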
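assay system = CHO-XBP1 luciferase reporter cells | amount = 1000 cells/well | buffer or medium = F12 plus 10% FBS | compound dosing = single point, 20 µM final compound, 1% DMSO | incubation = 16-18 h cell attachment at 37 °C, then 6 h compound exposure | detection = Steady-Glo luminescence read | controls = tunicamycin 10 µg/mL and vehicle-only wells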
tim23-1 inh = tim23-1 yeast growth inhibition; S. cerevisiae tim23-1 growth, BacTiter-Glo luminescence, 24 h; inhibition, % at 20 µM; hit rate 1.3% among 330,000;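 active = growth inhibition of the mutant yeast at or above 50%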;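 also: temperature-sensitive mutant grown at 25 °C; plate controls were DMSO-treated mutant yeast for no effect and medium wells lacking yeast for full effect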
UPR CHOP act = apoptotic UPR (CHOP) activation; hit rate 0.34% among 330,000; CHO-CHOP luciferase reporter, luminescence; percent of tunicamycin response over DMSO baseline; activation, % at 10 µM;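 active = at 10 µM dose, activation of 40% or more, normalized to positive control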;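 also: 100% = tunicamycin at 10 µg/mL and 0% = DMSO alone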
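Evaluation: % reporter activation, DMSO baseline versus tunicamycin full activation; System: CHO-CHOP luciferase reporter cell line; Input: 500 cells/well; Incubation: 6 h compound treatment, 37 °C; Measured by: Steady-Glo luciferase luminescence; Dosing: one dose, 10 µM in 0.5% DMSO; Buffer or medium: F12 medium, 10% FBS; Benchmarks: positive tunicamycin 10 µg/mL, negative DMSO alone.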
Mdm2-MdmX inh = inhibitors of human Mdm2/MdmX interaction. hit rate 3% among 330,000. inhibition, % at 8 µM. O15151+Q00987. AID 485346. SaOS-2 split-luciferase Mdm2/MdmX complementation, luminescence;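 active = inhibition of at least 50% at 8 µM in the primary screen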
* hit, by the source's call. Not all compounds are listed. The share of hits here may be higher or lower than overall.

`CCOC(=O)Cc1csc(NC(=O)Nc2ccc(Cl)cc2)n1` gave APJ agonist 2, CXCR6 inh -7, EBI2 antag -10, CCR6 antag -13, APJ antagonist 3, XBP1 UPR activ 1, tim23-1 inh 8, UPR CHOP act 4.0 and Mdm2-MdmX inh 9.
For CCOc1cc(/C=N/Nc2nc(-c3cccc(S(=O)(=O)N4CCCC4)c3)cs2)ccc1O the results were APJ agonist 6, CXCR6 inh -4, EBI2 antag 8, CCR6 antag 3, APJ antagonist -56, XBP1 UPR activ 0, tim23-1 inh 3, UPR CHOP act 3.1 and Mdm2-MdmX inh 45.
CC1CCN(C(=O)COC(=O)c2ccc(Cl)nc2)CC1 was read as APJ agonist -1, CXCR6 inh 0, EBI2 antag 8, CCR6 antag -3, APJ antagonist 4, XBP1 UPR activ 2, tim23-1 inh -8, UPR CHOP act 3.8 and Mdm2-MdmX inh -13.
For Cc1cc(-c2ccccc2)c2ccc(NC(=O)C(C)(C)C)nc2n1 the results were APJ agonist 0, CXCR6 inh -6, EBI2 antag 4, CCR6 antag 15, APJ antagonist 4, XBP1 UPR activ -1, tim23-1 inh 33, UPR CHOP act 1.7 and Mdm2-MdmX inh -15.
Cc1ccc(C)c(S(=O)(=O)N2CCN(CC(=O)N3CCc4ccccc4C3)CC2)c1 was read as APJ agonist 0, CXCR6 inh 3, EBI2 antag 4, CCR6 antag 23, APJ antagonist 4, XBP1 UPR activ -3, tim23-1 inh 23, UPR CHOP act -0.5 and Mdm2-MdmX inh 16.
Screening O=C(COc1nc2ccccc2nc1N1CCOCC1)NC1CCCCC1 returned APJ agonist -1, CXCR6 inh 3, EBI2 antag -4, CCR6 antag -14, APJ antagonist 2, XBP1 UPR activ -1, tim23-1 inh 13, UPR CHOP act 2.1 and Mdm2-MdmX inh 0.
Screening O=[N+]([O-])c1ccc(F)cc1F returned APJ agonist -2, CXCR6 inh -1, EBI2 antag -2, CCR6 antag -3, APJ antagonist -4, XBP1 UPR activ 2, tim23-1 inh -9, UPR CHOP act -0.1 and Mdm2-MdmX inh 14.
COc1ccc(NC(=O)NNC(=O)C(O)(c2ccccc2)c2ccccc2)cc1 was read as APJ agonist -3, CXCR6 inh 8, EBI2 antag -2, CCR6 antag 5, APJ antagonist 8, XBP1 UPR activ -6, tim23-1 inh 5, UPR CHOP act 1.1 and Mdm2-MdmX inh 27.
Screening COc1ccc(NC(=O)CC2C(=O)N(C)C(=S)N2CCc2ccc(F)cc2)cc1 (stereo unspecified) returned APJ agonist 0, CXCR6 inh -2, EBI2 antag -5, CCR6 antag 4, APJ antagonist 14, XBP1 UPR activ -2, tim23-1 inh 15, UPR CHOP act 0.9 and Mdm2-MdmX inh 2.
`Cc1ccc(S(=O)(=O)N2CCN(C(=O)c3cccs3)CC2)c(C)c1` gave APJ agonist 0, CXCR6 inh -6, EBI2 antag 6, CCR6 antag 9, APJ antagonist -1, XBP1 UPR activ -1, tim23-1 inh 22, UPR CHOP act 0.0 and Mdm2-MdmX inh 2.
Screening Cc1cc(C)c2nc(NCc3ccccc3O)sc2c1 returned APJ agonist 4, CXCR6 inh -5, EBI2 antag 12, CCR6 antag -7, APJ antagonist -7, XBP1 UPR activ -5, tim23-1 inh 3, UPR CHOP act 1.8 and Mdm2-MdmX inh -6.
CC1=C(C(=O)Nc2ccccc2C)C(c2ccc(C)o2)N2C(=O)CSC2=N1 (stereo unspecified) was read as APJ agonist -3, CXCR6 inh -5, EBI2 antag 23, CCR6 antag -22, APJ antagonist 0, XBP1 UPR activ 1, tim23-1 inh 14, UPR CHOP act 0.6 and Mdm2-MdmX inh 1.
`CN(C)c1ccc(P(=O)(OCc2ccccc2)C(O)c2ccc(Br)cc2)cc1` (stereo unspecified) gave APJ agonist -5, CXCR6 inh 8, EBI2 antag 8, CCR6 antag 0, APJ antagonist -9, XBP1 UPR activ -3, tim23-1 inh 16, UPR CHOP act -0.9 and Mdm2-MdmX inh 21.
`CS(=O)(=O)N1CCC(C(=O)N2CCC(Cc3ccccc3)CC2)CC1` gave APJ agonist 4, CXCR6 inh 1, EBI2 antag -9, CCR6 antag -19, APJ antagonist -1, XBP1 UPR activ 0, tim23-1 inh 2, UPR CHOP act -0.4 and Mdm2-MdmX inh 11.
`CCCCn1nnc(NC(=O)Cc2ccc(Cl)cc2)n1` gave APJ agonist -3, CXCR6 inh -2, EBI2 antag 8, CCR6 antag -5, APJ antagonist 0, XBP1 UPR activ -5, tim23-1 inh -13, UPR CHOP act 0.3 and Mdm2-MdmX inh -10.
Screening COc1ccc(-n2c(=S)[nH]c3cc(C(=O)NCCCN4CCOCC4)ccc3c2=O)cc1 returned APJ agonist -6, CXCR6 inh 6, EBI2 antag -4, CCR6 antag 9, APJ antagonist 22, XBP1 UPR activ 2, tim23-1 inh -10, UPR CHOP act 1.4 and Mdm2-MdmX inh 24.
For C=CCNS(=O)(=O)c1cccc(C(C)=O)c1 the results were APJ agonist 4, CXCR6 inh 0, EBI2 antag -7, CCR6 antag -4, APJ antagonist -9, XBP1 UPR activ 0, tim23-1 inh 14, UPR CHOP act 1.7 and Mdm2-MdmX inh -13.
Screening CS(=O)(=O)c1nc2ccccc2n1Cc1ccccc1 returned APJ agonist -2, CXCR6 inh 2, EBI2 antag 3, CCR6 antag 9, APJ antagonist -7, XBP1 UPR activ 3, tim23-1 inh 14, UPR CHOP act -2.0 and Mdm2-MdmX inh 35.
O=S(=O)(NCCOc1ccccc1F)c1cccc(Br)c1 was read as APJ agonist -5, CXCR6 inh 0, EBI2 antag 3, CCR6 antag 19, APJ antagonist -4, XBP1 UPR activ -2, tim23-1 inh 39, UPR CHOP act -0.3 and Mdm2-MdmX inh 22.
For C=CCSc1nnc(CNS(=O)(=O)c2ccc(C)cc2)n1C the results were APJ agonist 2, CXCR6 inh -4, EBI2 antag -9, CCR6 antag -8, APJ antagonist 9, XBP1 UPR activ -4, tim23-1 inh 12, UPR CHOP act -1.0 and Mdm2-MdmX inh 36.
Cc1nn(-c2ccccc2)c2sc(C(=O)N3CCOCC3)cc12 was read as APJ agonist -3, CXCR6 inh 0, EBI2 antag 8, CCR6 antag -2, APJ antagonist 15, XBP1 UPR activ 6, tim23-1 inh 4, UPR CHOP act 2.2 and Mdm2-MdmX inh -60.
`COc1cccc(-c2c(-c3cc(OC)cc(OC)c3)n(C)c3ccc(-c4ccc5[nH]ccc5c4)cc23)c1` gave APJ agonist -1, CXCR6 inh 7, EBI2 antag 8, CCR6 antag 4, APJ antagonist 5, XBP1 UPR activ 0, tim23-1 inh 6, UPR CHOP act 3.1 and Mdm2-MdmX inh 28.
For COC(=O)c1sc(NC(=O)c2c(F)cccc2F)c(C#N)c1C the results were APJ agonist 0, CXCR6 inh 12, EBI2 antag -6, CCR6 antag 2, APJ antagonist -4, XBP1 UPR activ -2, tim23-1 inh 29, UPR CHOP act 1.6 and Mdm2-MdmX inh 0.
Screening CCOc1nc(C)ccc1-c1noc(-c2cccnc2)n1 returned APJ agonist -2, CXCR6 inh 2, EBI2 antag 5, CCR6 antag -8, APJ antagonist 27, XBP1 UPR activ 3, tim23-1 inh 24, UPR CHOP act 6.5 and Mdm2-MdmX inh -6.
CC(=O)c1cccc(NS(=O)(=O)c2c(C(=O)N3CCOCC3)c(C)n(C)c2C)c1 was read as APJ agonist -3, CXCR6 inh -4, EBI2 antag -1, CCR6 antag -10, APJ antagonist 4, XBP1 UPR activ -1, tim23-1 inh 8, UPR CHOP act 0.9 and Mdm2-MdmX inh -1.
O=[N+]([O-])c1ccc(NCCCO)c(C(F)(F)F)c1 was read as APJ agonist -1, CXCR6 inh 2, EBI2 antag -7, CCR6 antag 11, APJ antagonist 3, XBP1 UPR activ 2, tim23-1 inh 7, UPR CHOP act 3.1 and Mdm2-MdmX inh 29.
CS(=O)(=O)NCc1nnc(SCC(=O)NC2CCCCC2)n1-c1ccc(F)cc1 was read as APJ agonist -1, CXCR6 inh 3, EBI2 antag -5, CCR6 antag 1, APJ antagonist 5, XBP1 UPR activ 1, tim23-1 inh 10, UPR CHOP act 1.2 and Mdm2-MdmX inh 17.
For CCCCn1cnc2sc3c(c2c1=N)CCCC3 the results were APJ agonist -2, CXCR6 inh -1, EBI2 antag 8, CCR6 antag 3, APJ antagonist 2, XBP1 UPR activ 1, tim23-1 inh 12, UPR CHOP act 1.4 and Mdm2-MdmX inh 22.
For Cc1cccc(NC(=S)N2CCC(c3nc4ccccc4o3)CC2)c1C the results were APJ agonist 4, CXCR6 inh 2, EBI2 antag -21, CCR6 antag 11, APJ antagonist 2, XBP1 UPR activ -1, tim23-1 inh 23, UPR CHOP act 0.3 and Mdm2-MdmX inh 12.
Screening CC(/C=N/n1c(-c2cc(C)[nH]n2)n[nH]c1=S)=C\c1ccccc1 returned APJ agonist -2, CXCR6 inh -4, EBI2 antag -11, CCR6 antag 9, APJ antagonist 3, XBP1 UPR activ -1, tim23-1 inh 31, UPR CHOP act -0.2 and Mdm2-MdmX inh 12.
For Cc1[nH]c2ccccc2c1C(=O)CN1CCC(C(N)=O)(N2CCCCC2)CC1 the results were APJ agonist -4, CXCR6 inh 0, EBI2 antag 2, CCR6 antag 18, APJ antagonist 3, XBP1 UPR activ -1, tim23-1 inh -11, UPR CHOP act 0.5 and Mdm2-MdmX inh 14.
For Cc1ccc(S(=O)(=O)N(CCO)Cc2ccccc2)cc1 the results were APJ agonist -1, CXCR6 inh -2, EBI2 antag 6, CCR6 antag 19, APJ antagonist -1, XBP1 UPR activ -5, tim23-1 inh 14, UPR CHOP act 0.3 and Mdm2-MdmX inh -11.
For COc1ccc(N(CC(=O)NCc2cccs2)S(=O)(=O)c2cccnc2)cc1 the results were APJ agonist -2, CXCR6 inh -1, EBI2 antag 2, CCR6 antag 6, APJ antagonist 8, XBP1 UPR activ -3, tim23-1 inh 14, UPR CHOP act -0.4 and Mdm2-MdmX inh 14.
CON(C)c1nc(OCCNC(=O)OCc2ccc(Cl)cc2C)nc(N(C)C)n1 was read as APJ agonist -4, CXCR6 inh 4, EBI2 antag 27, CCR6 antag 10, APJ antagonist -12, XBP1 UPR activ -3, tim23-1 inh 20, UPR CHOP act 1.4 and Mdm2-MdmX inh -15.
Screening Cc1cccc(NC(=O)CN2CCN(C(=O)c3cncn3-c3ccc(F)cc3)CC2)c1C returned APJ agonist -3, CXCR6 inh -2, EBI2 antag -3, CCR6 antag 5, APJ antagonist -21, XBP1 UPR activ -1, tim23-1 inh 13, UPR CHOP act 1.4 and Mdm2-MdmX inh -4.
